APJ agonist: agonists of human APJ apelin receptor | activation, % at 20 µM | hit rate 0.11% among 330,000 | CHO-K1 APJ PathHunter beta-arrestin, luminescence; 0% DMSO wells, 100% apelin | P35414;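 active means activation more than six SD over the plate average, tested at 20 µM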;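 further: 0% = DMSO alone and 100% = apelin-13 at 10 nM; some results filed as inactive read as strong as hits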
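assay system = CHO-K1 APJ beta-arrestin complementation cell line | input = cell density 1000 per well | dosing = compound 20 µM once, DMSO 1% | timing = compound 90 min 25 °C, reagent 1 h | measured by = luminescence from split beta-galactosidase complementation, Galacton Star/Emerald II substrate | read-out basis = APJ agonist activity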
CHOP UPR activ: apoptotic UPR (CHOP) activation | activation, % at 10 µM | AID 449763 | hit rate 0.34% among 330,000 | CHO-CHOP luciferase reporter, luminescence; percent of tunicamycin response over DMSO baseline;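 active means at 10 µM dose, activation of 40% or more, normalized to positive control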;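 further: 100% = tunicamycin at 10 µg/mL and 0% = DMSO alone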
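System: CHO-CHOP luciferase reporter cell line; amount: 500 cells/well; buffer or medium: F12 medium containing 10% fetal bovine serum; incubation: 6 h compound exposure at 37 °C after overnight seeding; measured by: luciferase luminescence after 10 min with Steady-Glo reagent; evaluation: % reporter activation, DMSO baseline versus tunicamycin full activation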
tim23-1 inh: tim23-1 yeast growth inhibition. S. cerevisiae tim23-1 growth, BacTiter-Glo luminescence, 24 h. inhibition, % at 20 µM. hit rate 1.3% among 330,000. AID 463212;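 active means growth inhibition of the mutant yeast at or above 50%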;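 further: temperature-sensitive mutant grown at 25 °C; plate controls were DMSO-treated mutant yeast for no effect and medium wells lacking yeast for full effect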
tim10-1 inh: inhibits growth of tim10-1 mutant yeast; S. cerevisiae tim10-1 ts strain growth, BacTiter-Glo, 24 h; inhibition, % at 20 µM; hit rate 2.2% among 330,000; AID 463190;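 active means inhibition of at least 40%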;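 further: mutant grown at 25 °C; 0% = DMSO wells with yeast and 100% = wells holding no yeast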
CXCR6 block: blocks human CXCR6 beta-arrestin recruitment | O00574 | CHO-K1 PathHunter CXCR6 beta-arrestin, luminescence | inhibition, % at 20 µM | hit rate 0.36% among 360,000; in the data active means inhibition above about 34%, passing the limit was not always enough;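 further: antagonist mode with CXCL16 agonist at 10 nM final; 0% = 10 nM CXCL16 with DMSO and 100% = unstimulated wells without agonist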
Mdm2-MdmX inh: disrupts the human Mdm2-MdmX interaction. O15151+Q00987. SaOS-2 split-luciferase Mdm2/MdmX complementation, luminescence. inhibition, % at 8 µM. hit rate 3% among 330,000. AID 485346;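 active means inhibition of at least 50% at 8 µM in the primary screen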
Target sequence (O15151 whole entry, looked up): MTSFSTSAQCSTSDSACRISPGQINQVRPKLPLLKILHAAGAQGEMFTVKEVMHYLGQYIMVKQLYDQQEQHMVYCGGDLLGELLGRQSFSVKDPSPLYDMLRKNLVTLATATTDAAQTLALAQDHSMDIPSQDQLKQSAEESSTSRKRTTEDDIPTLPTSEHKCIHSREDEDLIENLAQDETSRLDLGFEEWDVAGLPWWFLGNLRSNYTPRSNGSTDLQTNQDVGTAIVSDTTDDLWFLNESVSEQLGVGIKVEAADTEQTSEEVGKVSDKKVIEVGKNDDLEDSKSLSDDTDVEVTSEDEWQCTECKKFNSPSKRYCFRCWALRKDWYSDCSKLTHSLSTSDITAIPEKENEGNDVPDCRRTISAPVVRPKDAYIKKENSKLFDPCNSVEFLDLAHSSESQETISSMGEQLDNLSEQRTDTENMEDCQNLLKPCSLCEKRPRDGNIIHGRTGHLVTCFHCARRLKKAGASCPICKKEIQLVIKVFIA
Target sequence (Q00987 whole entry, looked up): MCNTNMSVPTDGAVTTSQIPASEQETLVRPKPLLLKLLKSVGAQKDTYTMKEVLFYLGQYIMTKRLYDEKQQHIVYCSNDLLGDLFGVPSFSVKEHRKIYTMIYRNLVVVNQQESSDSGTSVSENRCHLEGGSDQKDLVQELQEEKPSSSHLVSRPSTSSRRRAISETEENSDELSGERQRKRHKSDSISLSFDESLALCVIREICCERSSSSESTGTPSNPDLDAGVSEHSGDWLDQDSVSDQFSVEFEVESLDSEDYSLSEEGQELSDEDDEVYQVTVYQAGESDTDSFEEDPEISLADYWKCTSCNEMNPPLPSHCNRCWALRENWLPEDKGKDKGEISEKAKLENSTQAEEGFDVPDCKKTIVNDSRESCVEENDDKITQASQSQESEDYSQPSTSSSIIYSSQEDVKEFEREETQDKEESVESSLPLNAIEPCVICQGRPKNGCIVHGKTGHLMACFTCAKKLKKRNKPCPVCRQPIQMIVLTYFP
APJ antagonist: APJ receptor antagonism; inhibition, % at 20 µM; CHO-K1 APJ beta-arrestin complementation, luminescence; hit rate 0.32% among 330,000;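 active means inhibition above about 40% at 20 µM, limit read from the data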;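 further: cells challenged with 10 nM apelin-13 agonist together with compound; plate controls were apelin-13 plus DMSO wells for no effect and DMSO wells lacking apelin-13 for full effect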
UPR XBP1 act: adaptive UPR (XBP1) activation | CHO-XBP1 luciferase reporter, IRE1-XBP1 UPR activation, luminescence; percent of tunicamycin response, DMSO as zero | activation, % at 20 µM | hit rate 0.33% among 330,000 | AID 463104;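 active means versus positive control, 20 µM dose yields 30% or more activation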;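 further: 100% = tunicamycin at 10 µg/mL and 0% = DMSO only wells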
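Material: CHO cell line with stable XBP1 luciferase reporter; schedule: 16-18 h cell attachment at 37 °C, then 6 h compound exposure; signal: glow luminescence from Steady-Glo reagent; medium: serum-containing F12 medium, 10% FBS; benchmarks: tunicamycin 10 µg/mL and vehicle-only wells; read-out: percent activation relative to tunicamycin reference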
TIM10 inh: growth inhibitors of TIM10 yeast strain; AID 463195; inhibition, % at 10 µM; hit rate 1.4% among 330,000; S. cerevisiae TIM10 strain growth, BacTiter-Glo luminescence, 24 h;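 active means inhibition of 40% or more at the single tested concentration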;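 further: wild-type TIM10 isogenic control strain grown at permissive 25 °C; 0% = DMSO yeast wells and 100% = minimal medium wells without yeast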
Numbers without * were called inactive; . = no result given. A portion of the library; count on the stated rates, not on these rows.

SMILES	APJ agonist	CHOP UPR activ	tim23-1 inh	tim10-1 inh	CXCR6 block	Mdm2-MdmX inh	APJ antagonist	UPR XBP1 act	TIM10 inh
Cc1ccc(C(=O)NC(=S)Nn2cnnc2)cc1	-4	3.7	11	-1	-4	-11	-10	-1	0
CC(C)NC(=S)N/N=C/c1ccc(C(C)(C)C)cc1	-2	2.0	37	41*	11	4	13	1	44*
COC(=O)c1nn(-c2ccccc2)c(Cl)c1/C=N/OCc1ccc(C)cc1	-1	-5.4	28	24	-10	1	4	-1	11
CCC(=O)Nc1nc2ccccc2n1Cc1ccc(Cl)cc1	-5	0.8	5	8	35	32	12	1	16
CCOC(=O)N1CCN(C(=O)COc2ccc3c(c2)C(=O)CC(C)(C)O3)CC1	0	0.3	13	13	8	-4	-7	-3	-2
c1ccc(-c2nc(CSc3nnnn3-c3ccccc3)cs2)cc1	-1	-0.3	12	16	-4	2	-20	0	4
O=C(O)c1ccc2c(=O)n(-c3ccccc3)c(=S)[nH]c2c1	-5	0.3	16	3	-1	-3	-30	0	-3
CC(=O)c1ccc(Nc2nc(-c3cccnc3)cs2)cc1	-4	5.5	6	0	6	-60	0	-2	-4
COc1ccccc1OCCn1cc(C=O)c2ccccc21	2	-0.8	30	24	0	-20	-48	-4	4
Cc1csc2c(N3CCN(C(=O)Nc4ccc(OC(F)(F)F)cc4)CC3)ncnc12	0	2.8	46	31	-12	25	-7	-3	35
O=C(c1ccc(S(=O)(=O)N2CCCC2)cc1)N1CCCc2ccccc21	4	-2.5	21	37	-11	0	0	-5	17
CC(=O)NCC(=O)NC1(C(=O)NC2CCCC2)CCCCC1	-2	-0.2	-3	13	10	4	-3	-1	-13
COc1cccc(CN(C)C(=O)c2ccc(NS(=O)(=O)c3ccc4[nH]c(=O)[nH]c4c3)cc2)c1OC	0	2.8	12	-4	-2	-2	-21	-6	7
CC1CCCC(C)N1CC(O)COC1CCC(C(C)(C)C)CC1 (stereo unspecified)	0	-1.0	-6	-27	1	40	12	-3	-37
Cc1cc(NC(=O)CN2C(=O)NC3(CCCCCC3)C2=O)ccc1Br	-7	-1.0	11	-9	-9	-12	6	3	0
COc1ccc2c(c1)C(C)CC(C)(C)N2C(=O)Nc1ccccc1 (stereo unspecified)	-1	3.5	11	4	4	0	-4	-4	-5
O=C(/C=C/c1ccc2c(c1)OCO2)NCCSCc1c(Cl)cccc1Cl	-2	0.4	24	19	1	39	-4	-4	20
O=C(CCCC(=O)N(CC(=O)NC1CCCC1)c1cccc(F)c1)Nc1ccccn1	-3	3.8	-5	-3	1	18	6	-3	-9
CCOC(=O)C1=C(C)N(C)C(=O)NC1c1ccccc1OC (stereo unspecified)	-1	-3.5	13	21	-2	6	-8	3	-8
COc1ccccc1NS(=O)(=O)c1ccc2c(c1)CCN2C(=O)CCC(=O)O	-1	1.6	11	10	3	1	-1	-8	2
C=CCN1C=CC(=C/C=C(/C#N)C(=O)OCC)C=C1	-4	-1.0	2	13	13	-49	9	-2	-8
C/C=C/n1ccnc1CC(O)(c1ccccc1)c1ccc(C)cc1 (stereo unspecified)	-4	-1.1	27	27	7	32	22	0	17
O=C(Nc1cccc2ccccc12)c1ccccc1NS(=O)(=O)c1cccc2cccnc12	1	7.5	22	23	0	-23	-2	0	23
CN1CCN(C(=O)c2cnn(-c3ccccc3)c2NC(=O)c2ccccc2Br)CC1	-3	-2.0	9	14	-7	-3	-2	4	-13
CC(c1ccccc1)n1c(NCCCn2ccnc2)nc2c1c(=O)[nH]c(=O)n2C (stereo unspecified)	-3	-1.3	6	5	.	9	0	-2	2
CC(=O)N1CCN(Cc2nc3cc(NC(=O)c4ccc(Cl)cc4)ccc3n2C)CC1	-5	2.6	-2	9	6	20	-17	3	4
Cc1ccc(C2NC(=S)NC3=C2N2CCC3CC2)cc1 (stereo unspecified)	-2	-2.0	9	5	4	1	1	1	-14
Cc1cc(-c2csc(N)n2)c(C)n1C	-5	-0.6	2	-7	2	13	-7	8	-1
CC(Oc1ccccc1)C(=O)Nc1cc(Cl)ccc1-n1cncn1 (stereo unspecified)	0	-2.9	14	11	-5	18	1	0	-6
CC(=O)Nc1cccc(OCC(=O)Nc2ccc(F)cc2)c1	1	2.0	12	16	-6	-27	-10	2	-10
COC(=O)C(NC(=O)c1ccccc1)(Nc1nccs1)C(F)(F)F (stereo unspecified)	2	-0.6	2	1	3	1	-1	-1	3
CSc1ccccc1C(=O)NCCS(=O)(=O)N1CCN(c2ccc(F)cc2)CC1	8	1.3	5	3	-1	4	18	-2	-4
Cc1nc2cc(NC(=O)COc3ccc(C#N)cc3)ccc2n1-c1ccccc1	-5	0.6	2	-10	7	18	12	0	18
CN(C)S(=O)(=O)c1cccc(NC(=O)c2ccc(S(=O)(=O)N3CCCCC3)cc2)c1	11	2.0	15	9	-5	32	18	6	2
CCOC(=O)N1CCN(Cc2nc3cc(NC(=O)c4ccco4)ccc3n2CC)CC1	5	3.5	7	-13	1	1	-9	1	0
Cc1ccc(CC(=O)NNC(=O)c2cccs2)cc1C	7	0.3	7	2	1	-15	19	0	3
Nc1n[nH]c(N)c1N=Nc1ccc2c(c1)OCO2	-2	4.7	-1	-18	-2	-28	11	1	2
COc1ccc(OC)c(CN2CCN(C(=O)CNC(=O)c3ccccc3F)CC2)c1	-1	0.8	-6	-5	-5	15	4	0	-8
COc1cc(NC(=O)c2cc(-c3cccnc3)nc3ccc(Br)cc23)cc(OC)c1	1	0.8	14	29	2	23	2	6	19
COc1ccc(-c2nnc(SCC(=O)N3CCOCC3)n2C)cc1OC	3	-0.9	-2	3	2	19	-1	-1	-21
COc1ccccc1C(=O)NCC(=O)OCC(=O)c1ccc(Cl)s1	-5	-0.5	23	5	4	16	8	1	1
Cc1oc2c(CN3CCCC3)c(O)ccc2c(=O)c1-c1ccc(Br)cc1	-1	-0.4	16	12	8	19	4	-3	7
CS(=O)c1ccccc1-c1nc(-c2cccc(Cl)c2)no1 (stereo unspecified)	-2	9.0	18	25	2	-45	-9	0	16
NC(=S)Cc1ccc(Cl)cc1Cl	-6	0.9	22	-19	10	3	6	-2	6
COc1ccc(S(=O)(=O)N2CCC(C(=O)N3CCc4ccccc4C3)CC2)cc1C	0	-2.1	35	29	-2	31	15	-1	21
COc1ccc(CC(=O)Nc2nnc(CC(C)C)s2)cc1S(=O)(=O)N1CCOCC1	-6	2.9	0	-4	-2	13	13	-2	0
CN(CCOC(=O)c1ccco1)Cc1ccccc1	-1	-0.8	7	1	-7	11	15	2	-3
COCCCNS(=O)(=O)c1ccc(Cl)c(C(F)(F)F)c1	-2	-1.2	9	7	-4	18	0	0	11
CCOc1c(Nc2ccccc2O)c(=O)c1=O	3	0.4	13	16	-8	12	-3	0	23
Cc1cccc(C(=O)O/N=C(\N)c2cccc([N+](=O)[O-])c2)c1	8	3.4	53*	74*	-7	40	-89	1	58*
Cc1ccccc1N1CCN(C(=O)C2CCCCC2)CC1	-1	-0.1	32	23	-5	25	15	-6	7
COc1ccc(CCN2CN(S(=O)(=O)c3ccc(C)cc3)c3nc4ccccc4nc32)cc1OC	-2	-1.8	23	26	3	-4	-4	1	2
COc1ccc(NC(C)=O)cc1NC(=O)CN1CCN(c2ccccn2)CC1	1	-1.2	12	10	-5	18	18	-2	3
O=C(O)CSc1nnc(-c2ccc(Cl)cc2Cl)n1Cc1ccccc1	-1	2.1	5	-5	0	-4	8	-4	8
O=C(Nc1c2c(nn1-c1ccc(F)cc1)CS(=O)(=O)C2)C1CCCC1	0	0.2	-13	-1	-4	14	-2	-2	-2
OCCNc1ccc(Cl)cc1	-2	1.1	-4	-6	4	20	26	0	-9
O=C(O)CC(SCC(=O)Nc1ccc(S(=O)(=O)N2CCCC2)cc1)C(=O)O (stereo unspecified)	1	-1.1	19	-5	-9	0	19	0	-5
N/C(=N\OS(=O)(=O)c1ccccc1)c1ccccn1	2	4.5	1	3	-2	4	5	0	0
COCCn1nnnc1CN1CCC(C)CC1	8	-0.2	-2	1	-7	5	7	3	-3
CC(NC(=O)c1ccccc1Cl)NC(=O)c1ccccc1Cl	0	2.7	-4	-3	-27	5	16	-8	-1

Next section:
SMILES	APJ agonist	CHOP UPR activ	tim23-1 inh	tim10-1 inh	CXCR6 block	Mdm2-MdmX inh	APJ antagonist	UPR XBP1 act	TIM10 inh
CCOC(=S)SCC(=O)N1CCc2ccccc2C1C1C(=O)CC(C)(C)CC1=O (stereo unspecified)	-3	0.8	29	28	-4	-7	-7	-1	27
N#CCSc1nnc2sc3ccccc3n12	-2	-0.9	-12	-22	6	-7	-25	5	-19
Cc1nc(NC(=O)CSc2nccn2C)sc1C(=O)N(C)C	9	0.6	5	5	-2	3	6	-2	-1
O=C(CCN=C1NS(=O)(=O)c2ccccc21)OCc1nnc(-c2ccc([N+](=O)[O-])cc2)o1	6	1.9	-4	-5	-23	12	4	-2	-7
CC(C)CC(=O)NC1(C(F)(F)F)C(=O)Nc2c1c(=O)[nH]c(=O)n2Cc1ccco1 (stereo unspecified)	1	1.5	6	10	-2	-4	-1	2	-7
COC(=O)c1cc(NC(=O)CN(c2cccc(OC)c2)S(=O)(=O)c2ccccc2)ccc1Cl	-3	-0.5	17	9	-1	22	-6	0	-3
C[C@@H](C(=O)NCc1ccccn1)[C@H]1C[C@]1(C)[C@H](NC(=O)OCc1ccccc1)c1ccccc1	-3	0.3	17	30	5	4	2	1	22
COc1ccc(-c2[nH]ncc2CN2CCCC(C(=O)c3cccc(OC)c3)C2)cc1 (stereo unspecified)	0	-0.3	10	-1	2	-5	-37	-3	-18
Cc1ccc(NC(=O)CC2C(=O)NCCN2C(=S)Nc2ccccc2)c(C)c1 (stereo unspecified)	5	-0.2	21	19	-3	16	-11	-2	-9
CCCN1C(=O)/C(=c2\s/c(=C3\C=Cc4ccccc4N3CC)c(=O)n2-c2ccccc2)SC1=S	-1	0.2	-4	-8	.	0	6	0	-1
COCCNC(=S)N/N=C(\C)c1ccc2cc(OC)ccc2c1	4	-0.7	49	35	8	17	-8	1	32

Some of the entries so far, with values under each structure.
The line under a structure holds: APJ agonist, CHOP UPR activ, tim23-1 inh, tim10-1 inh, CXCR6 block, Mdm2-MdmX inh, APJ antagonist, UPR XBP1 act, TIM10 inh
Nc1n[nH]c(N)c1N=Nc1ccc2c(c1)OCO2
  -2, 4.7, -1, -18, -2, -28, 11, 1, 2
Cc1nc2cc(NC(=O)COc3ccc(C#N)cc3)ccc2n1-c1ccccc1
  -5, 0.6, 2, -10, 7, 18, 12, 0, 18
O=C(CCCC(=O)N(CC(=O)NC1CCCC1)c1cccc(F)c1)Nc1ccccn1
  -3, 3.8, -5, -3, 1, 18, 6, -3, -9

Compound activity: PubChem BioAssay, Sanford-Burnham Center for Chemical Genomics
